# Her2 expr inh: inhibitors of Her2 protein expression, primary screen, SKBR-3 cells, AlphaScreen, 66K library | Receptor tyrosine-protein kinase erbB-2 (Homo sapiens), P04626 | SKBR-3 HER2 protein level, 18-24 h; stronger effect = lower value | HER2 level % of control, % at 10 µM | 0.69% of 65,000 active | AID 645, 2007;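 active = HER2 level under 5% of the carrier-only control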;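 also: 100% = DMSO carrier and 0% = 500 nM PU-H71 HSP90 inhibitor; lower value means stronger loss of Her2 protein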
# M1 antag: antagonists of rat M1 muscarinic receptor; Muscarinic acetylcholine receptor M1 (Rattus norvegicus), P08482; CHO-M1 cells, Fluo-4 calcium, ACh EC80 antagonist mode; stronger effect = lower value; B-score at 10 µM; 3.4% of 64,000 active; AID 628, 2007;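 active = calcium fluorescence response, raw or row-and-column corrected B-score, differing from the plate sample mean either way at a set confidence level, mostly lower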
# 5HT1a ag: human 5-HT1a receptor agonists, primary screen, cell-based, CHO, Ga15 NFAT-bla reporter. 5-hydroxytryptamine receptor 1A (Homo sapiens), P08908. CHO 5-HT1a Ga15 NFAT-bla reporter, FRET ratio; 0% basal, 100% maximal reference agonist. activation, % at 10 µM. 0.56% of 65,000 active. AID 567, 2006;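 active = activation above the screen-wide mean activation plus 3 SD, cut at about 19% in these data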;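 also: 0% = DMSO wells and 100% = 5-CT at EC100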
# Target sequence (P08908 whole entry, looked up): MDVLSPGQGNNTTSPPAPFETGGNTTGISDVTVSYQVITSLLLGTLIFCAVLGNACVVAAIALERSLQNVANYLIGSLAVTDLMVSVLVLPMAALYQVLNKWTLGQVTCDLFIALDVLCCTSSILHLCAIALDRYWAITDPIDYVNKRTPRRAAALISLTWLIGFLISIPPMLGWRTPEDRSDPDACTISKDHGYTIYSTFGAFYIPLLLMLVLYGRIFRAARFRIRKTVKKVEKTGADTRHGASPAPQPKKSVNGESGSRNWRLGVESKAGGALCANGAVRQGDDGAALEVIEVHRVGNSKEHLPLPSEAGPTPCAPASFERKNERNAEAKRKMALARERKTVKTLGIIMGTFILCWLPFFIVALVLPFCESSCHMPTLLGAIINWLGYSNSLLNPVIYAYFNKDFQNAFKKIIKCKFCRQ
# D1 mod: D1 CRE-luciferase signal change, two-sided – cell-based, HEK293 D1, dopamine EC30, D1 allosteric modulator project, primary screen. 5.9% of 58,000 active. D(1A) dopamine receptor (Homo sapiens), P21728. AID 641, 2007. dopamine EC30 potentiation; actives deviate in either direction. B-score at 10 µM;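 active = luminescence count or its row- and column-corrected plate score outside the 99.7% band of the plate's sample wells, on either side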
# Target sequence (P21728 whole entry, looked up): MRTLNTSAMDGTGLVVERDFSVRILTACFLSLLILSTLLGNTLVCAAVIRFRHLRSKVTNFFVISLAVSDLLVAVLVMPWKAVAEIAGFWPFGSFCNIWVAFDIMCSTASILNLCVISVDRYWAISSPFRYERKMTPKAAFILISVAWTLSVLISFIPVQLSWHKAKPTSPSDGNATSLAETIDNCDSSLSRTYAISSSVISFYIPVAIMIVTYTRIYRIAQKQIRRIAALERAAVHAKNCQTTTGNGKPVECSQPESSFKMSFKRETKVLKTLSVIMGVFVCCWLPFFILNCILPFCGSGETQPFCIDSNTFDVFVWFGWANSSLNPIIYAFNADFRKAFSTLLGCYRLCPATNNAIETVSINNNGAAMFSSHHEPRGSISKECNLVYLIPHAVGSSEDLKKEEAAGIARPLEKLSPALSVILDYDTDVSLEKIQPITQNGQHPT
# Ec RNAP inh: E. coli RNAP inhibitors, biochemical. E. coli RNA polymerase, fluorescence transcription assay. 0.2% of 62,000 active. inhibition, %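 (tested at 10 µM)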. DNA-directed RNA polymerase subunit beta (Escherichia coli (strain K12)), P0A8V2; in the data active = inhibition above about 20%;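 also: 0% = enzyme without compound and 100% = no enzyme blank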
# NADH coupling: inhibitors of PK/LDH coupling enzymes, profiling panel, artefact control, biochemical, MLSMR library | coupled PK/LDH NADH assays, four targets | IC50, µM (titrated, usually from 10 µM), inactives show at the highest dose inhibition | 0.02% of 65,000 active;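 active = single-dose screening hits from any of four coupled enzyme assays that gave an IC50 when retested across doses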;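 also: the DPM-DC format reads NADH fluorescence rather than 340 nm absorbance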
# M1 ag: M1 muscarinic receptor agonists, primary screen, CHO-M1 cells, Fluo-4 calcium, agonist mode | Muscarinic acetylcholine receptor M1 | Fluo-4 calcium fluorescence; stronger effect = higher value | B-score at 10 µM | 3% of 64,000 active;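 active = fluorescence rise, raw or as B-score row- and column-corrected plate score, outside the 99.7% band of its plate's samples, either direction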
# Autofluor 339: intrinsic fluorescence of library compounds, ex339/em460 – biochemical, MLSMR library, data from DPM-DC assay, artefact control, profiling panel; compound autofluorescence, ex339/em460 nm, NADH buffer; stronger effect = higher value; 1 = no-compound wells, NADH background; 5.5% of 65,000 active; fluorescence fold increase at 10 µM; AID 709, 2007;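 active = at 10 µM, mean starting fluorescence two-fold or more over control wells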;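 also: signal is the first read of a kinetic run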
# Hsp90 block: tumor Hsp90 inhibitors, primary screen, cell lysate, fluorescence polarization, NCI-N417 lysate; Heat shock protein HSP 90-alpha (Homo sapiens), P07900; Cy3B-geldanamycin FP displacement; inhibition, % at 30 µM; 0.35% of 64,000 active; AID 429, 2006;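 active = inhibition above 50%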;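 also: 0% = tracer plus lysate wells and 100% = tracer alone without lysate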
# * hit, by the source's call; / = no result given. No enrichment for hits. About 16% of those tested had a hit in this group.
# Values run as follows: Her2 expr inh	M1 antag	5HT1a ag	D1 mod	Ec RNAP inh	NADH coupling	M1 ag	Autofluor 339	Hsp90 block
> CCNc1cc(=O)n(C)c(=O)n1C
    190	-0.28	-2.5	-0.33	-2	6%	0.45	1.1	4
> COc1cc(/C=N\n2nnnc2N)ccc1OCc1ccc(F)cc1
    91	0.17	1.1	0.13	1	13%	-0.62	1.8	-3
> C=CCN1C(=O)C(O)(CC(=O)c2ccc(Cl)cc2)c2ccccc21 (centres undefined)
    79	0.42	0.5	-1	/	2%	-1.4	1.1	/
> CCn1c(CNC(=O)COC)nc2ccccc21
    84	0.14	6.1	-0.021	5	2%	-0.18	1	0
> COC(=O)c1cccc(NC(=O)C2C3CCC(C3)C2C(=O)O)c1 (centres undefined)
    96	-0.45	-1.7	0.59	3	2%	0.0047	1.1	-10
> O=C(CCN1CCN(c2ccccc2)CC1)Nc1ccccc1F
    60	-0.51	7.3	-1.8	7	6%	-0.39	1.1	-7
> CCOc1ccccc1N1CC(O)=C(c2nc3ccccc3s2)C1=N
    70	-1.4	-1.7	-1	10	5%	1.4	1.5	-13
> Cc1ccc2cc3cc(C(=O)N4CCN(C(=O)c5ccco5)CC4)sc3nc2c1
    80	-0.28	-1.6	0.84	-1	9%	-0.00021	1.7	-5
> CCOc1ccccc1OCC(=O)OCC(=O)Nc1ncc(Cl)cc1Cl
    108	-0.2	-1.4	-2.5	1	5%	-0.8	1	-1
> COc1cccc(N2CCN(c3c4c(nc5ncnn35)CCC4)CC2)c1
    110	0.16	1.3	-0.64	9	4%	6.7*	0.94	-1
> COc1ccccc1Oc1c(C)oc2cc(OC(=O)c3ccco3)ccc2c1=O
    103	1.4	-0.8	-0.7	-27	12%	2.3	2.6*	-3
> COc1cc(CN(C(=O)c2ccco2)c2ccc(C)cc2)ccc1O
    94	-0.69	-0.3	9.5*	3	6%	-0.47	1.1	-1
> O=c1cc(CN2CCN(Cc3ccccc3)CC2)c2cc(Cl)ccc2o1
    88	-0.62	-3.5	-4.2*	/	9%	0.39	1.1	-4
> COc1cccc(N2CCN(c3ncnc4c3cnn4-c3ccc(C)cc3C)CC2)c1
    15	-1.2	3.4	-7.4*	5	6%	9.7*	1.1	-1
> COc1ccccc1NC(=O)C1=C(C)Nc2nc(CCCO)nn2C1c1ccc2c(c1)OCO2 (centres undefined)
    92	-0.053	-2.9	-0.3	1	2%	-0.73	1.2	2
> Cc1cccc(N(C)S(=O)(=O)c2ccc3[nH]c(=O)c(=O)[nH]c3c2)c1
    116	0.04	-7.0	-0.74	4	5%	-1.8	1.4	-3
> O=C(CCNc1ccc(F)cc1)c1ccco1
    109	0.56	0.8	-0.8	-8	8%	-0.6	1.1	2
> Cc1ccc2nc(NC3=NCN(Cc4cccnc4)CN3)nc(C)c2c1
    94	0.63	-1.7	/	9	9%	0.25	1.3	-3
> COc1ccc(NC(=O)c2cc3c(=O)n(C)c4ccccc4c3n2C)cc1OC
    99	-1.2	4.0	-0.44	6	6%	2.2	1	-1
> Cc1csc(NC(=O)NC2(C(F)(F)F)Oc3ccccc3O2)n1
    84	0.04	1.6	0.81	31*	2%	0.17	1.1	/
> COCC(=O)Nc1c(C(=O)Nc2cccc(OC)c2)oc2ccccc12
    70	0.002	0.0	0.28	4	5%	2.1	1.3	-3
> O=C(CC1OC(=O)c2ccccc21)NC1CCCCC1 (centres undefined)
    93	-0.18	-2.7	0.16	7	2%	-0.012	1.1	-9
> CCOc1ccccc1NC(=O)c1ccc2nccnc2c1
    88	-0.59	2.7	-0.09	6	7%	-0.06	0.96	-5
> COc1ccc(CCC(=O)N2CC(C)OC(C)C2)cc1 (centres undefined)
    71	0.32	-1.4	0.26	4	6%	-0.62	1.1	-8
> CSc1ccccc1NC(=O)Nc1ccccc1
    78	/	-4.0	-0.21	6	7%	/	1.1	3
> COC(=O)CN1C(=O)C(O)(CC(=O)c2ccc(Br)cc2)c2ccccc21 (centres undefined)
    75	-0.8	0.0	-0.0028	-8	5%	-1.3	1.1	-1
> O=C(CSc1cccc(C(F)(F)F)c1)NC(=O)NCc1ccco1
    83	0.71	-2.0	/	2	6%	-0.5	1.1	-2
> Cc1cc(Nc2cccc(F)c2)nc(-c2ccccc2O)n1
    113	-0.018	-1.8	-0.055	/	4%	-0.2	1.3	0
> CSc1nc(C)nc2c1c(=O)n(C)c(=O)n2C
    100	0.31	-1.3	0.85	4	5%	-0.37	1.1	-2
> Cc1ccc2c(c1)N(CC(=O)Nc1ccc3c(c1)OCCO3)C(=O)CO2
    86	-0.2	-0.2	-0.78	11	1%	-0.13	1	1

# Complete entries, looked up by structure. Screens in order: Her2 expr inh | M1 antag | 5HT1a ag | D1 mod | Ec RNAP inh | NADH coupling | M1 ag | Autofluor 339 | Hsp90 block
# Results for O=C(CC1OC(=O)c2ccccc21)NC1CCCCC1 (centres undefined) = 93 | -0.18 | -2.7 | 0.16 | 7 | 2% | -0.012 | 1.1 | -9
# Results for COC(=O)CN1C(=O)C(O)(CC(=O)c2ccc(Br)cc2)c2ccccc21 (centres undefined) = 75 | -0.8 | 0.0 | -0.0028 | -8 | 5% | -1.3 | 1.1 | -1

# Next section
# Values run as follows: Her2 expr inh	M1 antag	5HT1a ag	D1 mod	Ec RNAP inh	NADH coupling	M1 ag	Autofluor 339	Hsp90 block
> CC(C)(C)NC(=O)CSc1nnc(CN2CCCCCC2=O)n1-c1ccccn1
    69	0.029	-1.9	0.34	4	10%	-0.1	1.1	1
> COc1c(C)cccc1C(=O)Nc1cc(Cl)ccc1N1CCOCC1
    131	0.56	0.9	/	6	3%	-0.24	1.2	-5
> COC(=O)c1cc(NCc2cccs2)ccc1N1CCOCC1
    99	0.46	-3.7	0.81	2	10%	0.14	1.4	2
> O=C(NCc1ccccn1)C1COc2ccccc2O1 (centres undefined)
    76	-0.31	-1.6	0.033	8	4%	0.67	1.1	4
> CCn1c2ccccc2c2nnc(SCN3C(=O)c4ccccc4C3=O)nc21
    90	-0.34	1.0	9.5*	3	3%	-1.1	1.1	-10
> O=C(Cc1cccs1)NCc1ccc2c(c1)OCO2
    169	0.027	-3.6	1	2	2%	-0.16	1.1	-18
> CCOCCCNC(=O)C1CCN(C(=O)Nc2ccc(Cl)cc2)CC1
    94	-1.3	-0.9	0.052	5	2%	0.95	1.1	3
> CCOC(=O)c1cc2c(=O)n3ccccc3nc2n(CCCOC)c1=NC(=O)c1cccnc1
    159	0.65	2.7	3.8*	4	5%	-0.25	1.7	/
> COc1ccc(CC(=O)Nc2ccc(N3CCN(c4ccc(OC)cc4)CC3)c(C#N)c2)cc1
    58	-0.93	-2.4	0.64	4	12%	0.14	2.2*	-3
> O=C(O)CSc1sc(=S)sc1SCC(=O)O
    82	-0.031	-0.5	/	4	6%	0.09	1	-2
> CCOC(=O)N1CCN(C2CC(=O)N(c3ccccc3)C2=O)CC1 (centres undefined)
    90	0.95	1.9	/	-9	8%	-0.74	1.1	-1
> CCN(CC)CCOC(=O)C12CC3CC(CC(C3)C1)C2
    99	-16*	-0.8	0.034	12	6%	-2.5	1.1	3
> CC1CCN(C(=O)C2CCCN(S(C)(=O)=O)C2)CC1 (centres undefined)
    101	-0.62	-2.6	0.11	3	3%	0.26	1	0
> CC(C)C(c1nnnn1Cc1ccc(F)cc1)N1CCN(C(=O)c2ccco2)CC1 (centres undefined)
    83	0.14	-1.9	-0.54	10	4%	0.78	1.1	-5
> Cc1cccc(N2CCN(C(=O)COc3cc(=O)n(C)c4ccccc34)CC2)c1C
    88	-1.1	-2.2	-0.44	6	5%	-0.11	1.1	-2
> O=C(O)c1ccc(CSc2nnc(-c3ccncc3)n2CC2CCCO2)cc1 (centres undefined)
    103	0.3	0.3	1.2	3	9%	0.56	1.1	0
> COc1cccc(-c2nn(C)c3sc(C(=O)Nc4ccc5c(c4)OCCO5)cc23)c1
    103	0.013	-1.0	-0.4	-2	3%	0.79	1.5	3
> O=C(CSc1nnc(CNC(=O)c2ccccc2F)o1)c1ccccc1
    104	-3.2*	-3.8	-0.78	-2	4%	-2	1.1	-3
> CC(Sc1nnc2ccccn12)C(=O)Nc1ccc(Cl)cn1 (centres undefined)
    151	0.35	0.2	-0.53	4	4%	-0.14	0.99	-2
> O=C(CN1C(=O)CCSc2ccccc21)Nc1ccc2c(c1)OCO2
    105	0.21	-2.1	-0.62	9	1%	-0.068	1.1	0
> Cc1c(NC(=O)C2(C)CCCCC2)c(=O)n(-c2ccccc2)n1C
    146	-0.33	-2.2	/	1	2%	-0.47	1.1	-2
> CC(=O)c1cccc(S(=O)(=O)N2CCC(n3nnc4cc(F)ccc43)CC2)c1
    105	0.01	1.4	-1	-5	4%	-0.36	1	-4
> COc1cccc(S(=O)(=O)Nc2cccnc2)c1
    90	0.29	0.3	0.82	5	4%	0.11	1.1	-4
> O=C(Cn1nnc(-c2ccccc2)n1)OCc1ccccc1
    81	-1	-5.3	0.031	5	3%	0.036	1.1	-1
> O=C(NCCCNC(=O)NC1CCCCC1)NC1CCCCC1
    /	0.59	-0.3	0.0044	2	11%	0.5	1.1	-2
> COc1cc(CNC2CCC(C)C2)cc(OC)c1 (centres undefined)
    109	1.1	-0.6	-0.73	-3	5%	-0.78	1.1	-1
> COc1cccc(CNC(=O)C(CCSC)NS(=O)(=O)c2ccc3c(c2)oc(=O)n3C)c1 (centres undefined)
    93	-0.78	-4.1	-0.77	6	7%	0.47	1.1	2
> O=C(NCc1cn2ccsc2n1)Nc1cccc(Cl)c1
    98	-0.079	-1.6	/	10	7%	-0.072	1.1	-4
> O=C(NCCc1ccccc1)c1cc(-c2ccc3c(c2)OCO3)on1
    87	0.088	-0.3	-1	7	6%	1.3	1.1	-3
> COc1ccc2c(c1OC)C(=O)N1c3ccccc3SC21 (centres undefined)
    178	-0.014	1.5	/	6	8%	-0.25	1.3	1

# Just Her2 expr inh and Ec RNAP inh, for 2 of the compounds above:
compound	Her2 expr inh	Ec RNAP inh
COc1ccc2c(c1OC)C(=O)N1c3ccccc3SC21 (centres undefined)	178	6
Cc1c(NC(=O)C2(C)CCCCC2)c(=O)n(-c2ccccc2)n1C	146	1

# Entries above printed as active in M1 antag.
Compound	Her2 expr inh	M1 antag	5HT1a ag	D1 mod	Ec RNAP inh	NADH coupling	M1 ag	Autofluor 339
CCN(CC)CCOC(=O)C12CC3CC(CC(C3)C1)C2	99	-16*	-0.8	0.034	12	6%	-2.5	1.1
O=C(CSc1nnc(CNC(=O)c2ccccc2F)o1)c1ccccc1	104	-3.2*	-3.8	-0.78	-2	4%	-2	1.1

# The results go on.
# Values run as follows: Her2 expr inh	M1 antag	5HT1a ag	D1 mod	Ec RNAP inh	NADH coupling	M1 ag	Autofluor 339	Hsp90 block
> CC1Cc2ccccc2N1C(=O)CSc1ncccc1C(=O)O (centres undefined)
    74	-0.59	-3.7	/	7	8%	0.65	1.2	3
> COC(=O)CCN1CCC(C(N)=O)CC1
    146	-0.37	-2.7	0.17	8	2%	-0.73	0.99	1
> CCc1ccccc1N(C)C(=O)CCc1nc(-c2ccc(C)cc2)no1
    93	-0.35	-2.8	-0.43	0	5%	0.96	1.1	0
> Cc1ccc(-n2c(SCC(N)=O)nnc2-c2cccnc2)c(C)c1
    112	0.81	-3.4	-0.38	-3	3%	-0.19	1.1	-2
> Cc1c(NC(=O)CSc2nnc(-c3cccc(Cl)c3)o2)c(=O)n(-c2ccccc2)n1C
    99	0.0031	1.6	0.18	2	2%	-0.35	1.1	-9
